All columns: NCI-60 one-dose screen, growth in % after 48 h at 10 µM unless noted; 100 = growth as untreated, 0 = no growth, -100 = all killed.
MDA-MB-468: MDA-MB-468 breast cancer. actives 8.5% (n = 78,000). AID 2202374
MCF7: MCF7 breast cancer. actives 6.3% (n = 82,000). AID 1794796
MDA-MB-231: MDA-MB-231 breast cancer; actives 5% (n = 81,000)
BT-549: BT-549 breast cancer; AID 1794793; actives 4.4% (n = 78,000)
HS 578T: HS 578T breast cancer; actives 4.1% (n = 78,000); AID 1794788
LOX IMVI: LOX IMVI melanoma. actives 7.4% (n = 79,000)
SK-MEL-28: SK-MEL-28 melanoma; AID 1794761; actives 4.1% (n = 81,000)
T-47D: T-47D breast cancer; actives 5% (n = 79,000); AID 1794792
The depositor's hits bear a star; . = no result given; & = joins results of further samples; [ ] = dose if it differs, or a comment. How the source made its calls: active means growth percent below 10; inactive means the rest.

SMILES	MDA-MB-468	MCF7	MDA-MB-231	BT-549	HS 578T	LOX IMVI	SK-MEL-28	T-47D
CCOC(=O)c1ccc(N=Nc2c(N)nc(N)[nH]c2=O)cc1	103.3	91.7	108.3	100.6	111.3	99.1	109.9	76.1
O=C(O)c1ccc(OC2C=CCCC2)cc1 (stereo not drawn)	97.7	95.6	97.9	110.3	106.2	100.9	108.8	97.4
NCCCNc1nc2ccccc2c2c1S(=O)(=O)c1ccc(Cl)cc1C2=O	70.4	78.9	91.8	96.5	94.1	90.4	105.7	80.8
Nc1nn2c(-c3cc4cc(Br)ccc4oc3=O)ccnc2c1N=Nc1ccccc1	46.2	20.0	-36.8*	-45.3*	-20.7*	18.0	52.5	29.6
COc1ccc(-c2cc(-c3cc(OC)c(OC)c(OC)c3)c(C#N)c(N3CCOCC3)n2)cc1	80.5	116.2	27.1	80.5	120.6	15.8	117.1	80.1
NNc1ccc(Cl)cc1Cl	91.5	74.8	.	88.7	84.1	67.5	119.8	52.0
CC(=O)c1ccc2c(c1)CCCC2	102.6	87.7	97.8	93.8	87.1	97.7	126.8	89.4
Cc1nn(-c2ccc([N+](=O)[O-])cc2)c2ncnc(N/N=C/c3cccc(O)c3)c12	20.6	58.6	71.4	78.7	69.0	.	71.3	26.2
COC(=O)[C@H](Cc1cn(C)cn1)NC(=O)[C@@H](NC(=O)Nc1cc(C(F)(F)F)cc(C(F)(F)F)c1)C(C)C	-60.4*[100 µM]	-64.1*[100 µM]	-90.2*[100 µM]	-98.0*[100 µM]	0.5*[100 µM]	-79.5*[100 µM]	-96.5*[100 µM]	-71.8*[100 µM]
COc1ccc(C2=Nc3c(c(-c4ccccc4)nn3-c3ccccc3)C3(C(=O)Nc4ccc(Cl)cc43)C2C#N)cc1 (stereo not drawn)	84.1	74.8	87.6	91.2	70.2	91.1	92.4	91.3
CCOC(=O)c1c(C)nc2c(c1N)C(=O)C(=O)N2CCc1ccc(OC)c(OC)c1	49.0	20.3	80.4	64.4	89.0	76.9	80.9	44.6
C=C(C)[C@@H]1CC=C2c3sc(-c4ccc(F)c(F)c4)nc3C[C@@H](C)[C@]2(C)C1	107.5	91.3	99.0	114.2	102.4	98.5	110.1	92.7
C=C(CC(=O)OC)C(=O)OC	84.4	94.6	119.0	104.4	111.0	98.6	109.9	102.9
O=C(/C=C/Nc1ccc([N+](=O)[O-])cc1)c1ccc2c(c1)Nc1ccccc1S2	52.5	57.2	56.4	98.0	55.3	65.0	94.2	69.2
O=C(Nc1ccccc1[N+](=O)[O-])OC/C=C/c1ccccc1	95.3	98.8	123.8	126.3	128.3	106.2	104.9	99.7
COc1cc(/C=C/C(=O)NCCn2c(C)cc3ccccc32)cc(OC)c1OC	103.3	101.2	109.8	112.8	111.0	97.2	96.9	84.6
O=C(/C=C/c1ccc(N2CCOCC2)cc1)CC(=O)/C=C/c1ccc(N2CCOCC2)cc1	109.9	90.5	104.8	97.5	.	92.1	109.9	95.7
COc1ccc2nc(NC(=O)c3cc(-c4ccc(Cl)cc4)n4nc(-c5ccccc5)cc4n3)sc2c1	.	93.6	86.4	105.3	85.1	91.5	95.6	103.3
COc1ccc(-c2nsc3c2NC(=O)CC3c2cccc(F)c2)cc1 (stereo not drawn)	19.7	26.4	44.7	50.3	79.1	50.9	65.4	33.7
O=C(Nc1cccc(Br)c1)Oc1ccc(Cl)c2cccnc12	-9.1*[100 µM]	-30.3*[100 µM]	20.1[100 µM]	4.8*[100 µM]	50.9[100 µM]	4.2*[100 µM]	25.0[100 µM]	12.1[100 µM]
COC(=O)/C=C/c1cc(OC(C)=O)c2c(c1)[C@@H](C(=O)OC)[C@H](c1ccc(OC(C)=O)c(OC(C)=O)c1)O2	-1.3*	15.6	14.1	13.5	7.0*	7.8*	.	74.7
COc1cc(/C=N/NC(=O)C(=O)Nc2cccc(Cl)c2)cc(OC)c1O	97.2	90.2	111.0	107.2	111.7	110.2	107.0	104.1
CC1COc2c(N3CCN(C)CC3)c(F)cc3c(=O)c(C(=O)N/N=C/c4ccoc4)cn1c23 (stereo not drawn)	98.2	77.5	96.0	99.5	105.5	104.0	95.8	96.0
Nc1nnc(CSc2ccc(Cl)cc2)s1	95.8	92.5	97.0	.	91.6	93.9	113.2	92.0
C[C@]12CC[C@@H](O)C[C@H]1CC[C@@H]1[C@@H]2CC[C@@]2(C)[C@H]1CC[C@]2(O)C(=O)CO	103.5	103.9	103.2	95.4	96.4	90.9	124.5	104.1
Cn1c(=O)c2[nH]c(/N=N/N3CCCCC3)nc2n(C)c1=O	109.1	85.7	106.0	120.7	117.2	96.0	110.0	95.8
COc1ccccc1CCO	95.2	86.3	103.7	110.2	80.3	108.7	101.7	109.8
CC(C)CCSC(=N)N	98.9	109.7	106.5	104.3	113.8	104.2	108.8	87.7
CC1(C)CC[C@]2(C(=O)N[C@@H](Cc3ccccc3)C(=O)O)CC[C@]3(C)C(=CC[C@@H]4[C@@]5(C)Cc6c([nH]c7ccccc67)C(C)(C)[C@@H]5CC[C@]43C)[C@@H]2C1	100.1	67.5	97.4	75.8	83.9	69.6	72.2	67.6
CCc1cccc(CC)c1-n1nnc(C(=O)c2ccccc2)c1C(=O)OC	86.1	72.1	.	85.9	70.7	91.6	97.2	.
O=C(Nc1cccc(-c2ccccc2)c1)N1CCN(C(=O)Nc2cccc(-c3ccccc3)c2)CC1	100.7	85.5	93.8	109.1	88.5	97.1	102.2	91.9
COC(=O)c1cccc(Br)c1	.	115.6	110.9	107.2	117.4	108.0	118.1	110.7
CCCCCCCCCCSC#N	88.7	98.3	.	99.3	93.7	98.0	97.9	.
c1ccc(-c2nc3ccc4ccccc4c3nc2-c2ccccc2)cc1	122.5	89.0	106.1	115.8	115.5	97.4	108.3	85.9
N#Cc1c(-c2cccs2)cc(-c2cnccn2)nc1OCC(=O)c1ccccc1	97.4	81.1	92.8	100.2	105.6	.	114.1	90.8
O=C(O)c1cc(C(Cl)C(Cl)(Cl)Cl)ccc1O (stereo not drawn)	102.3	100.9	108.1	91.9	113.7	103.1	111.9	101.4
CCOC(=O)c1n[nH]n2c1nc(=O)c1cnn(C)c12	113.0	92.8	113.2	133.3	104.9	103.2	112.9	96.5
COC[C@]12CCC(C)(C)C[C@H]1C1=CC[C@@H]3[C@@]4(C)CCCNC(C)(C)[C@@H]4CC[C@@]3(C)[C@]1(C)CC2	-82.1*	-71.0*	-53.3*	.	-44.6*	-94.6*	-79.4*	28.8
COC(=O)C1(c2ccccc2)CC2Cc3cc(F)ccc3N1O2 (stereo not drawn)	92.1	104.1	90.3	95.4	112.4	98.1	93.0	102.9
CO/N=C(/C(=O)N[C@@H]1C(=O)N2C(C(=O)O)=C(CSc3nc(=O)c(=O)[nH]n3C)CS[C@H]12)c1csc(N)n1	103.1	97.5	105.3	101.4	113.5	96.8	112.1	105.4

Look-ups from the list.
COC(=O)C1(c2ccccc2)CC2Cc3cc(F)ccc3N1O2 (stereo not drawn) @ BT-549: 95.4
C=C(CC(=O)OC)C(=O)OC @ LOX IMVI: 98.6
CCOC(=O)c1ccc(N=Nc2c(N)nc(N)[nH]c2=O)cc1 @ SK-MEL-28: 109.9
O=C(/C=C/Nc1ccc([N+](=O)[O-])cc1)c1ccc2c(c1)Nc1ccccc1S2 @ T-47D: 69.2
O=C(Nc1cccc(-c2ccccc2)c1)N1CCN(C(=O)Nc2cccc(-c3ccccc3)c2)CC1 @ LOX IMVI: 97.1
Nc1nnc(CSc2ccc(Cl)cc2)s1 @ MCF7: 92.5

Additional results
SMILES	MDA-MB-468	MCF7	MDA-MB-231	BT-549	HS 578T	LOX IMVI	SK-MEL-28	T-47D
Cc1cc(C)c(C(=O)CC(=O)c2cccnc2)c(C)c1	57.8	58.7	68.7	65.2	87.7	44.6	74.3	62.3
COc1c(C(=O)/C=C/c2ccccc2)c(O)cc2occc12	41.9	23.9	59.8	62.8	89.4	49.6	83.0	57.9
O=C(Nc1nccs1)c1ccoc1COc1ccccc1	113.0	89.0	96.6	112.9	106.0	99.2	107.8	101.0
CC(CCC(C)C(=O)O)C(=O)O (stereo not drawn)	105.1&104.1	98.8&104.9	106.6&108.6	119.1&104.5	97.2&100.2	96.6	109.5&107.5	93.8&97.4
NC(=O)SCC(=O)Nc1ccc(O)cc1	102.6	92.0	102.9	93.2	87.7	93.3	113.0	124.3
O=C(O)c1ccc2c(c1)CCC2	.	100.0	117.0	96.6	134.0	97.0	111.9	106.1
CNS(=O)(=O)c1ccc(OCCOc2ccc(S(=O)(=O)NC)cc2)cc1	98.9	94.1	107.8	103.9	105.6	94.5	106.3	95.4
O=C(NC1C(O)OC(CO)C(O)C1O)NS(=O)(=O)c1ccc(F)cc1 (stereo not drawn)	104.2	98.8	106.0	101.7	107.5	102.9	103.1	99.2
COc1cc(-c2nnc(COc3ccc(Cl)cc3Cl)o2)ccc1O	96.5	90.6	98.7	98.6	96.8	95.2	112.1	89.4
Cc1cc2c(s1)CCCC1CC(=O)N(CCN3CCOCC3)N=C21 (stereo not drawn)	.	96.3	118.8	107.6	129.1	105.0	105.8	87.3
CCOC(=O)Cc1ccc(Cl)cc1	95.9	98.1	111.2	109.5	111.5	100.6	100.7	96.6
CC(=O)C1CCCCC1	102.0	97.9	101.9	99.9	103.7	99.9	101.6	.
COc1ccc2c(c1)c(-c1ccc(-c3cn(C)c4ccc(OC)cc34)[nH]1)cn2C	.	38.9	-4.0*	-28.1*	-13.0*	-17.8*	-20.1*	-51.2*
C#CCN=C[C@]12CC[C@@H](C(=C)C)[C@@H]1[C@H]1CC[C@@H]3[C@@]4(C)CCC(=O)C(C)(C)[C@@H]4CC[C@@]3(C)[C@]1(C)CC2	40.3	42.5	83.8	48.3	87.8	.	81.6	37.0
CC(=O)OC1CC(C)CCC1C(C)C (stereo not drawn)	.	92.2	100.1	.	.	95.7	108.2	105.6
CC(Cl)C(Cl)(Cl)C(O)NC(=O)CCl (stereo not drawn)	78.8	88.8	.	105.7	89.4	92.2	92.8	.
Cc1cc(=O)oc2cc(OCCCOc3ccc(/C=C/C(=O)Nc4ccccc4)cc3)ccc12	82.2	82.0	59.0	62.5	51.5	77.5	81.8	76.8
COc1ccc2nc(C)cc(Nc3ccc(Cl)cc3)c2c1	87.2	89.0	115.2	102.9	112.2	105.2	104.8	102.2
COc1ccc(C(=O)COc2cccc(/C=C3\Cc4ccc(Cl)cc4C3=O)c2)cc1	111.2	69.8	99.3	128.7	89.0	97.3	106.9	103.8
CC(=O)Nc1ccc(CCNC(=O)c2ccc3ccccc3c2O)cc1	118.0	79.2	88.2	97.5	107.2	79.5	101.1	98.3
COc1ccc(/C=C2/C(=O)N(/C=C3\C(=O)Oc4ccccc4C3=O)C(=NC(C)=O)N2C)cc1OC	114.1	102.2	104.8	114.5	103.1	99.3	116.6	104.5
CN(C)Cc1cc(C(C)(C)C)cc(Br)c1O	90.2	87.9	113.5	113.6	30.7	102.5	111.7	99.6
Nc1nc(=O)[nH]c(N)c1N	117.8	93.5	115.5	104.8	106.5	97.3	103.6	96.2
CN(CCOc1ccc(CC2SC(=O)NC2=O)cc1)c1ccccn1 (stereo not drawn)	100.3	.	86.5	104.0	100.0	92.8	111.4	101.7
Clc1ccc(-c2cn3nc(-c4ccccc4)nc3s2)cc1	42.6	34.5	42.2	99.1	60.0	80.7	101.2	25.5
C#CC(N)=O	89.6	86.1	100.3	89.2	105.1	102.7	118.6	101.1
COc1ccc(C2=NOC(C(=O)N3CCOCC3)C2)cc1OC1CCCC1 (stereo not drawn)	119.2	86.7	112.4	79.5	105.6	95.7	117.4	.
CC1=C(C)C(=O)C(C(C)C2=C(C)C(=O)C(C)=C(C)C2=O)=C(C)C1=O	.	101.6	94.2	83.5	77.9	81.0	116.7	91.6
O=C1C2CC=CCC2C(=O)N1c1nccs1 (stereo not drawn)	100.2	97.3	106.2	148.6	100.6	.	110.2	102.8
Cc1[nH]n(C(=S)Nc2nc3cc(Cl)c(F)cc3s2)c(=O)c1N=Nc1ccc(S(N)(=O)=O)cc1	93.1	87.9	82.8	.	107.3	90.0	119.7	83.4
COc1cc(-c2nnc(-c3ccncc3)o2)cc(OC)c1OC	105.9	99.0	126.6	72.6	107.8	94.6	100.9	85.7
FC(F)(F)c1cn(CCN2CCNCC2)c2ncnc(Cl)c12	90.1	100.5	100.8	111.0	104.1	63.2	106.2	100.5
Nc1n[nH]c2cc(=O)[nH]c(O)c12	.	92.0	104.1	113.7	106.0	108.8	106.2	104.6
S=C(N/N=C/c1cccc(I)c1)NC12CC3CC(CC(C3)C1)C2	93.1	68.2	100.1	114.2	.	110.6	88.9	97.6
COc1ccc(-c2nc3cc(Cl)c(Cl)cc3n2CC(=O)N=Nc2c(O)[nH]c3ccccc23)cc1	60.6	45.7	54.2	78.3	53.4	9.6*	74.7	57.8
CCN(CC)CC(O)CNCC(C)C (stereo not drawn)	116.0	103.0	112.8	120.9	116.0	101.2	125.7	102.5

Exported with each value named: part of the list above
CCc1cccc(CC)c1-n1nnc(C(=O)c2ccccc2)c1C(=O)OC
  MDA-MB-468: 86.1	MCF7: 72.1	MDA-MB-231: .	BT-549: 85.9	HS 578T: 70.7	LOX IMVI: 91.6	SK-MEL-28: 97.2	T-47D: .

O=C(Nc1cccc(-c2ccccc2)c1)N1CCN(C(=O)Nc2cccc(-c3ccccc3)c2)CC1
  MDA-MB-468: 100.7	MCF7: 85.5	MDA-MB-231: 93.8	BT-549: 109.1	HS 578T: 88.5	LOX IMVI: 97.1	SK-MEL-28: 102.2	T-47D: 91.9
